Vc quorum ag: quorum light induction in luxS cqsA deficient V. cholerae; V. cholerae BH1578 lux reporter, luminescence, 6 h; 350,000 tested, 0.16% active; activation, % at 18.7 µM; in the data active means activation mostly above about 9.7%, no sharp cut-off; inconclusive means no clear call, values can overlap the other calls; inactive means mostly below about 3.7%; further: not every result past the cut was called active; inactives centre near 0; reference of the scale not given here
TcdB GH inh: blocks C. difficile toxin B glycohydrolase activity; AID 652162; TcdB glycohydrolase enzymatic assay, plate reader; inhibition, % at 9.99 µM; P18177; 350,000 tested, 0.24% active; in the data active means inhibition above about 10%
Target sequence (P18177 whole entry, looked up): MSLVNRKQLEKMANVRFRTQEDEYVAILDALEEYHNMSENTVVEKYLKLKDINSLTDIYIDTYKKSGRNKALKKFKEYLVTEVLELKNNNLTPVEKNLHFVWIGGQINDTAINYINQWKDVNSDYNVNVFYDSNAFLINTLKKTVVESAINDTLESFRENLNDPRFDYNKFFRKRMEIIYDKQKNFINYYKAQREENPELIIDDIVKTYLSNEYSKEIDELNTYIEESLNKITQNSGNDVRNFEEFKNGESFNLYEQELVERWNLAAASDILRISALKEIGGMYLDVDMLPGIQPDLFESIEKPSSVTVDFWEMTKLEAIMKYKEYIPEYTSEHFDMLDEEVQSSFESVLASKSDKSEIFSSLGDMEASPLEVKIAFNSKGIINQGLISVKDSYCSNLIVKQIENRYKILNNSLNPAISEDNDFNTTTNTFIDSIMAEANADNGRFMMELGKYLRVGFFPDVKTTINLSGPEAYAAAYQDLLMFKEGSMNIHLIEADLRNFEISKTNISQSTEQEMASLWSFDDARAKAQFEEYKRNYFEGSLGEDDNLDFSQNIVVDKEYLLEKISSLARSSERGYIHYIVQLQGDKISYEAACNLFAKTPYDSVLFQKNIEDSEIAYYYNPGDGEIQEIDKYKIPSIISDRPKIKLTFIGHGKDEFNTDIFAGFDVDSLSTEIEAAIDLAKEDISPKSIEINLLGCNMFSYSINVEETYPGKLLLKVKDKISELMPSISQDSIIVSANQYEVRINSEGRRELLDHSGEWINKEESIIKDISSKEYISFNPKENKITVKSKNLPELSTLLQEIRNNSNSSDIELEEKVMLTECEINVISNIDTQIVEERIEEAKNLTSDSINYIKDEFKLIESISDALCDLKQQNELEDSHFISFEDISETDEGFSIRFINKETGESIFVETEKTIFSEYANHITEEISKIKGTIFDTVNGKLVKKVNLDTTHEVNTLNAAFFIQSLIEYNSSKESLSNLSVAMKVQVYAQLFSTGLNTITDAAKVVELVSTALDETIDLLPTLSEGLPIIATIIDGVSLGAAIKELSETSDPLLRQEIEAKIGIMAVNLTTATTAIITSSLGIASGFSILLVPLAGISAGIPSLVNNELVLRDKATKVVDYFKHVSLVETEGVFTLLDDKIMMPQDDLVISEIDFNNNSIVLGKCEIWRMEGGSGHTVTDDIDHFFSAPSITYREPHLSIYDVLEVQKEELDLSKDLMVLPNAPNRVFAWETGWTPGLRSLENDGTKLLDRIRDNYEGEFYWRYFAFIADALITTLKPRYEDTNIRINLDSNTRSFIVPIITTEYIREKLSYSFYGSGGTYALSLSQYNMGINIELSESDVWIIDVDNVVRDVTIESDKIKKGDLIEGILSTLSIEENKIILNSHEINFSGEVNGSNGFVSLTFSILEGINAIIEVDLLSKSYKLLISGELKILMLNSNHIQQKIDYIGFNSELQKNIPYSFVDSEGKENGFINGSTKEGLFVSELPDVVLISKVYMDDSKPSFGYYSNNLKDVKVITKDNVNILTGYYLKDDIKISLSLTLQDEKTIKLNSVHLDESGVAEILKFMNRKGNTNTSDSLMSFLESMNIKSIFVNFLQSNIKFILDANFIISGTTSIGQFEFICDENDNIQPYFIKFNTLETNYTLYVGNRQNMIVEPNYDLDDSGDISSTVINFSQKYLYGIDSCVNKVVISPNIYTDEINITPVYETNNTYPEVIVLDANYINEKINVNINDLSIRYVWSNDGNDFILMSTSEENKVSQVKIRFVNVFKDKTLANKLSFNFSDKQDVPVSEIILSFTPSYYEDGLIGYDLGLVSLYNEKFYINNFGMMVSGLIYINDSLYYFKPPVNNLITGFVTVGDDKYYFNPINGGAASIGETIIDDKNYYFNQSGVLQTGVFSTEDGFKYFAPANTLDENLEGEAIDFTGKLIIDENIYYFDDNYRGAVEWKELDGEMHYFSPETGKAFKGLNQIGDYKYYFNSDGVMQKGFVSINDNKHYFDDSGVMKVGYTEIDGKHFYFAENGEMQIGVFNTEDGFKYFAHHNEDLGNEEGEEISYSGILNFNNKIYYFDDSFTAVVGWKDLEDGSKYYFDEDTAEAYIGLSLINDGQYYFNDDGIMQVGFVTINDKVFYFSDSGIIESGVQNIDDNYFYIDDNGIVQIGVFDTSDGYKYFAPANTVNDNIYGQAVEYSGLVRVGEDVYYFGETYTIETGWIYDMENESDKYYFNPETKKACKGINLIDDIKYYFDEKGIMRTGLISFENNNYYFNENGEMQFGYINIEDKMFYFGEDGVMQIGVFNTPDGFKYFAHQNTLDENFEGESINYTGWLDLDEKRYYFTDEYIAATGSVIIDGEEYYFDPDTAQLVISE
PfHsp40 yeast: rescue of PfHsp40-mediated yeast toxicity; S. cerevisiae expressing PfHsp40, growth rescue, ATP luminescence; growth rescue, % at 12.5 µM; 340,000 tested, 0.68% active; in the data active means growth rescue above about 28%, passing the limit was not always enough; inconclusive means no clear call, values can overlap the other calls;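 further: yeast W303a lacking pdr1 and pdr3 grown in galactose medium; growth measured after three days at 30 °C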
BioA inh: inhibitors of Mycobacterium tuberculosis BioA enzyme | purified M. tuberculosis BioA enzyme, plate reader | inhibition, % at 9.99 µM | 360,000 tested, 0.096% active; in the data active means inhibition above about 40%; inconclusive means no clear call, values can overlap the other calls
FadD28 FP inh: inhibitors of Mycobacterium tuberculosis FadD28 bisubstrate binding. FadD28 bisubstrate probe binding, fluorescence polarization. inhibition, % at 12.5 µM. 360,000 tested, 0.22% active. AID 588549; in the data active means inhibition above about 8.5%, passing the limit was not always enough; inconclusive means no clear call, values can overlap the other calls
GDH-TPI counter: counter-screen for M. tuberculosis FBA inhibitors: GDH-TPI coupled enzymes; GDH-TPI coupled enzyme counterscreen, NADH absorbance; inhibition, % at 4.8 µM; AID 588335; 360,000 tested, 1.2% active; in the data active means inhibition above about 30%;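 further: 0% = DMSO wells and 100% = wells lacking the enzyme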
Mtb UGM inh: inhibitors of M. tuberculosis UDP-galactopyranose mutase; P9WIQ1; purified UGM, fluorescence polarization probe displacement; AID 504406; 320,000 tested, 0.06% active; inhibition, % at 10 µM; in the data active means inhibition above about 10%, passing the limit was not always enough; inconclusive means no clear call, values can overlap the other calls
Y pestis TopoI: inhibitors of Yersinia pestis topoisomerase I; Y. pestis Topo-I cleavage product accumulation, plate reader; activity, % at 10 µM; 360,000 tested, 0.064% active; AID 504884; in the data active means activity above about 50%, passing the limit was not always enough; inconclusive means no clear call, values can overlap the other calls; further: inactives centre near 2
Mtb FBA inh: Mtb fructose-bisphosphate aldolase inhibition; inhibition, % at 1 µM; purified M. tuberculosis FBA, fluorescence read-out; P9WQA3; 360,000 tested, 2.3% active; AID 588726; in the data active means inhibition above about 27%;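 further: 0% = vehicle and 100% = reference inhibitor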
The depositor's hits bear a star; i = inactive; u = inconclusive; x = not tested or not shown; & = joins results of further samples.

Under each structure – Vc quorum ag, TcdB GH inh, PfHsp40 yeast, BioA inh, FadD28 FP inh, GDH-TPI counter, Mtb UGM inh, Y pestis TopoI, Mtb FBA inh
O=S(=O)(NCCCCCNS(=O)(=O)c1ccccc1)c1ccccc1
    -4.0&-2.6, x, -0.8&-0.9, 0.3&0.5, -0.2, 5, 0.1, -2, 0
O=C(Nc1ccc(F)cc1)c1ccc2nc[nH]c2c1
    -0.3, 2.2, -2.0, x, -2.2, 11, -3.5, -9, 4
CC(C)Cn1cnc2c(c1=N)C(c1ccccc1)C1=C(CC(C)(C)CC1=O)O2 (stereo unspecified)
    -0.9, 2.3, -2.1, x, -4.5, 6, -0.9, -11, -4
Cc1noc(C)c1S(=O)(=O)N(C)C[C@H]1Oc2ccc(NS(=O)(=O)c3ccccc3)cc2C(=O)N([C@H](C)CO)C[C@@H]1C
    2.3, 0.6, 15, -1.3, -0.6, 8, -2.5, 12, 2
Fc1ccc(Nc2nnc(C(F)(F)F)s2)cc1
    -0.3, -0.4, 0.0, x, -4.1, -13, -0.7, 6, -1
Fc1ccc(CSc2nnc(-c3ccncc3)o2)cc1
    -0.2, 0.9, 2.7, 0.0, -0.1, 7, -0.7, 2, 3
O=C(CCCN1C(=O)C(=Cc2ccc3c(c2)OCO3)SC1=S)Nc1ccc(C(=O)O)c(O)c1
    i, 0.1, x, -1.9, -0.3, 15, x, -6, -5
c1ccc(-c2noc(CN3CCCC(OCc4ccccn4)C3)n2)cc1 (stereo unspecified)
    -0.2, 0.9, -0.3, 0.7, -0.1, 3, -1.9, 1, -3
CC(NC(=O)C12CC3CC(CC(C3)C1)C2)c1ccc2c(c1)OCCO2 (stereo unspecified)
    -0.7, x, 0.3, -2.2, -1.5, 3, -0.1, -2, 3
CCSc1ccccc1C(=O)n1nnc2ccccc21
    0.5, 2.1, 0.5, x, -2.1, -4, 6.0, 22, 2
O=[N+]([O-])c1ccc2nc(/C=C/c3ccc(Cl)cc3)[nH]c2c1
    -7.1, x, 20, 2.1, -17, 18, 1.2, 0, -1
Cc1ccc(C(=O)N2CCC3(CC2)Oc2ccc(F)cc2C(=O)C32CC(c3cccnc3)=NO2)s1 (stereo unspecified)
    i, 0.0, -1.3, -0.7, -1.5, -2, -2.9, 3, 3
O=C(Nc1nnc([C@H]2C[C@H](O)[C@@H](CO)O2)s1)c1cccc(Cl)c1
    -0.3, 0.4, x, -0.8, -2.8, 11, x, 6, 2
N#Cc1cccc(NC(=O)CNc2cccc(S(=O)(=O)N3CCCC3)c2)c1
    i, -0.2, 0.3, -5.6, -1.8, 1, 2.1, -8, 3
Nc1cc(=O)[nH]c(SCC(=O)NCC2CCCO2)n1 (stereo unspecified)
    i, x, -2.5, -1.6, -2.5, -5, -0.6, -8, -16
CC(=O)NCCNc1nc2cc(-c3ccc(C(=O)N4CCN(C)CC4)cc3)sc2c(=O)n1C
    0.3, 1.1, x, 1.7, -1.6, 25, x, -4, 16
CCOC(=O)C1=CN(CC)S(=O)(=O)NC1c1ccc(C(F)(F)F)cc1 (stereo unspecified)
    i, 1.2, u, 0.7, -7.1, 1, x, -2, 4
O=C(N/N=C/c1ccco1)c1cc(=O)[nH]c2ccccc12
    -0.3, -0.2, 0.9, x, -1.3, 7, 1.6, 5, 1
O=c1[nH]c2ccccc2c(O)c1-c1ccccc1
    -0.6, 1.9, 0.1, -1.4, -0.1, 22, -1.4, -1, 7
CC(C)CNC(=O)/C=C/C=C/CCCCCC/C=C/c1ccc2c(c1)OCO2
    -0.4, 0.4, -0.1, -3.0, -2.0, 0, x, -3, -3
Cc1cccc(C(C)C)c1NC(=O)C(C)OC(=O)Cc1n[nH]c(=O)c2ccccc12 (stereo unspecified)
    i, 0.8, 0.8, -1.3, -1.8, 1, 3.3, -2, -3
Cc1c(CN2CCCC(C(=O)c3cccc(OC(C)C)c3)C2)c(=O)n(-c2ccccc2)n1C (stereo unspecified)
    -0.3, -0.1, 0.0, -3.8, 0.4, 7, -1.6, -6, 3
CCC(C)NC(=O)COC(=O)c1cc([N+](=O)[O-])ccc1Sc1nc(C)cs1 (stereo unspecified)
    0.6, x, 0.2, -0.5, -4.1, 3, 1.1, -4, 1
Nc1ncc(Br)cc1S(=O)(=O)Nc1cc(C(F)(F)F)cc(C(F)(F)F)c1
    0.2, -0.4, 0.2, 10, -11, -1, 1.8, -1, -1
Cc1ccc2c(C)c(C(=O)N(C)Cc3ccncn3)oc2c1C
    i, -0.2, -0.2, 1.6, -0.5, 8, -1.5, 7, 4
CCCc1nc(NCc2ccco2)c(C#N)c2c1COC(C)(C)C2
    -5.9, x, -0.5, -0.8, -3.2, -9, -0.2, -1, 3
CCOC(=O)c1[nH]c(C)c(C(=O)N2CCN(C(=O)c3ccco3)CC2)c1C
    -0.5, 5.0, -0.4, -0.1, -0.4, 14, -0.7, 1, -1
C=CCNc1oc(-c2ccc(-c3ccccc3)cc2)nc1C#N
    -0.2, x, -0.1, -4.2, -0.1, 2, x, 0, 1
COc1cc(NC(=O)Cn2c(=O)n(CC3CCCO3)c(=O)c3cc(OC)c(OC)cc32)cc(OC)c1 (stereo unspecified)
    -0.3, 0.3, -0.2, 0.8, -1.7, 15, 2.0, 4, 16
CC1(C(=O)NCc2cccc(C(F)(F)F)c2)CCN1C1Cc2ccccc2C1 (stereo unspecified)
    i, 1.9, x, 3.1, -0.5, -5, x, 27, -1

Exported field by field: 4 of the compounds above
Cc1noc(C)c1S(=O)(=O)N(C)C[C@H]1Oc2ccc(NS(=O)(=O)c3ccccc3)cc2C(=O)N([C@H](C)CO)C[C@@H]1C
  Vc quorum ag: 2.3
  TcdB GH inh: 0.6
  PfHsp40 yeast: 15
  BioA inh: -1.3
  FadD28 FP inh: -0.6
  GDH-TPI counter: 8
  Mtb UGM inh: -2.5
  Y pestis TopoI: 12
  Mtb FBA inh: 2

Fc1ccc(Nc2nnc(C(F)(F)F)s2)cc1
  Vc quorum ag: -0.3
  TcdB GH inh: -0.4
  PfHsp40 yeast: 0.0
  BioA inh: x
  FadD28 FP inh: -4.1
  GDH-TPI counter: -13
  Mtb UGM inh: -0.7
  Y pestis TopoI: 6
  Mtb FBA inh: -1

Fc1ccc(CSc2nnc(-c3ccncc3)o2)cc1
  Vc quorum ag: -0.2
  TcdB GH inh: 0.9
  PfHsp40 yeast: 2.7
  BioA inh: 0.0
  FadD28 FP inh: -0.1
  GDH-TPI counter: 7
  Mtb UGM inh: -0.7
  Y pestis TopoI: 2
  Mtb FBA inh: 3

O=C(CCCN1C(=O)C(=Cc2ccc3c(c2)OCO3)SC1=S)Nc1ccc(C(=O)O)c(O)c1
  Vc quorum ag: i
  TcdB GH inh: 0.1
  PfHsp40 yeast: x
  BioA inh: -1.9
  FadD28 FP inh: -0.3
  GDH-TPI counter: 15
  Mtb UGM inh: x
  Y pestis TopoI: -6
  Mtb FBA inh: -5

Carrying on:
Under each structure – Vc quorum ag, TcdB GH inh, PfHsp40 yeast, BioA inh, FadD28 FP inh, GDH-TPI counter, Mtb UGM inh, Y pestis TopoI, Mtb FBA inh
O=C1CC(NCC2CCCO2)C(=O)N1c1ccc(Cl)cc1 (stereo unspecified)
    -0.2, 0.7, 0.1, x, -0.8, 7, -1.0, -1, 1
Cc1cc(O)ccc1-c1ccc2nncn2c1
    -0.4, 3.1, x, -2.5, -1.5, 1, x, -5, 2
CCOc1ccc(N2Cc3ncccc3C2=O)cc1
    -0.4, x, 0.0, -1.5, -2.8, 4, 0.2, 5, 1
O=C(NCCc1ccccc1)C(c1ccc(F)cc1)N(C(=O)c1csnn1)C1CC1 (stereo unspecified)
    -0.3, 2.2, 0.1, -0.5, -0.7, -4, 3.2, 8, 0
COc1cc(NC(=O)N2CCOCC2)cc(OC)c1
    -1.4, x, -1.7, -0.5, -0.7, 12, 2.5, 6, 0
CC(=O)NNc1ncnc2c1cnn2-c1ccc(C)c(C)c1
    -0.3, 1.7, 0.6, x, -5.5, 3, 0.9, 12, 5
COc1cc(C(=O)OCC(=O)NC2CCCCC2)cc2c1OCCO2
    -1.3, 1.9, -1.6, 2.0, 1.1, 1, 1.6, -8, 2
O=C(OCC(O)COc1ccccc1)c1ccc([N+](=O)[O-])cc1 (stereo unspecified)
    i, -2.3, 0.6, -2.3, -0.3, 6, 1.1, -3, 5
Cc1nc([N+](=O)[O-])cn1CC(=O)Nc1ccc(F)c(Cl)c1
    0.7, 1.1, -0.8, -0.8, -6.3, 14, 0.6, 5, -1
Cc1noc(C)c1COc1ccccc1C(=O)NCCOc1ccccc1F
    i, 1.2, 0.1, 0.1, -1.5, 2, -1.8, 16, 0
c1csc(-c2nc3ccccn3c2NC2CCCCC2)c1
    -0.7, -3.6, x, x, 0.2, 8, 1.3, 3, 43*
Cc1ccc(OCC(=O)NCc2ccco2)c([N+](=O)[O-])n1
    1.1, 0.2, -0.1, x, -4.0, 2, 3.4, 9, -2
COc1cc(C2NC(=S)NC(c3ccccc3)=C2C(C)=O)ccc1O (stereo unspecified)
    -0.3, 3.4, 5.1, x, -0.5, 7, -3.2, 2, 3
Cc1ccccc1C(=O)N1CCC(C(=O)Nc2ccc(S(=O)(=O)N3C(C)CCCC3C)cc2)CC1 (stereo unspecified)
    -8.7, 3.1, 1.2, -0.2, 1.9, 12, x, 4, -3
CCc1ccc(CNC(=O)C2CCN(S(=O)(=O)N3CC(C)CC(C)C3)CC2)cc1 (stereo unspecified)
    i, 2.8, 0.3, -0.9, -2.7, 7, -2.8, 6, -1
COc1cccc(N(C(=O)c2ccco2)c2nc(-c3sc(NC(=O)c4ccco4)nc3C)cs2)c1
    1.4, 0.9, 1.9, -1.0, -0.9, 24, -2.2, -9, -4
Nc1nonc1C(=O)OCC(=O)N1CCOCC1
    i, x, -0.6, -2.5, -5.1, -2, 2.9, 6, -2
Cc1ccc(-n2ccc(=O)c(C(=O)Nc3ccc(S(=O)(=O)Nc4nccc(C)n4)cc3)n2)cc1
    i, 2.1, 0.2, -1.2, 0.8, 35*, 1.1, 8, -4
Cc1nn(-c2ccccc2)c(NC(=O)c2cccs2)c(-c2ccccc2Cl)c1=O
    0.5, 1.1, x, -2.5, 0.0, -4, 4.1, 3, 0
O=C(O)c1cc(C2CC2)nn1-c1ccccc1
    0.3, 1.3, 0.3, -1.6, -1.5, -3, -0.4, 0, 2
O=[N+]([O-])c1cccc(OCCCN2CCC(Cc3ccccc3)CC2)c1
    -1.7, 1.3, 0.3, -4.1, 0.0, 6, 3.6, 3, 1
CC(C)(C#N)C(C)(C)c1nn[nH]n1
    i, 0.9, -0.8, -0.3, -0.7, 7, 1.3, -6, -1
CN(c1ccccc1)c1nc(N)c([N+](=O)[O-])c(Nc2ccccc2)n1
    -0.3, 1.4, 3.7, -0.7, 0.4, 10, 3.0, 28, -5
Cc1cc(N2CCCCC2C)nc(-c2ccccc2O)n1 (stereo unspecified)
    -0.2, 0.9, 0.1, 0.7, -3.2, 17, -0.6, 4, 1
CCCCNC(=O)C1(C)CCN1C(=O)c1ccc2c(c1)CCO2 (stereo unspecified)
    -9.5, 2.1, x, 0.6, -3.2, -3, x, 6, -3
O=C(CN1C(=O)CSc2ccc(C(F)(F)F)cc21)Nc1ccccc1
    i, 1.4, 0.8, -0.1, -3.5, -4, -0.5, -3, -2
Cc1ccc(Cl)cc1NS(=O)(=O)c1ccc(-n2cccn2)cc1
    -3.1, -0.1, -0.8, -2.9, -0.5, 5, -0.3, -2, 3
CCOC(=O)N1C2CCC(C2)N1C(=O)OCC
    i, 1.7, 0.1, x, -3.5, -1, x, 1, 3
COc1ccc(S(=O)(=O)N(C)CC(=O)Nc2ccc(C)cc2)cc1OC
    i, 0.7, 0.2, x, 0.7, 1, 0.6, 9, 4
O=[N+]([O-])c1ccc(C(S(=O)(=O)Cc2ccccc2)S(=O)(=O)Cc2ccccc2)cc1
    i, 2.5, x, 0.6, -3.6, -7, x, 0, 2
COc1cccc(/C=N/NC(=O)c2c(-c3ccccc3)noc2C)c1OC
    i, 0.8, -1.0, 2.3, -1.0, 5, 4.3, 8, 24

Bioassay records from PubChem.
